From PubChem
KDM5B inh: blocks human KDM5B histone demethylase activity; 220,000 tested, 2.6% active; KDM5B demethylase, FDH-coupled NADH fluorescence (FDH is formaldehyde dehydrogenase); Potency, µM (doses to about 57.7 µM), inactives show at the highest dose activity change, negative = inhibition, actives largely listed as inhibitors; AID 1347165; active = well fitted inhibition curve with a large enough effect; inconclusive = small, poorly fitted or top-dose-only effect; inactive = no such curve, though single readings can be large or run the other way; note: 0% is about no effect; nearly all actives have a fitted effect of over 70% in size
Target sequence (Q9UGL1 whole entry, looked up): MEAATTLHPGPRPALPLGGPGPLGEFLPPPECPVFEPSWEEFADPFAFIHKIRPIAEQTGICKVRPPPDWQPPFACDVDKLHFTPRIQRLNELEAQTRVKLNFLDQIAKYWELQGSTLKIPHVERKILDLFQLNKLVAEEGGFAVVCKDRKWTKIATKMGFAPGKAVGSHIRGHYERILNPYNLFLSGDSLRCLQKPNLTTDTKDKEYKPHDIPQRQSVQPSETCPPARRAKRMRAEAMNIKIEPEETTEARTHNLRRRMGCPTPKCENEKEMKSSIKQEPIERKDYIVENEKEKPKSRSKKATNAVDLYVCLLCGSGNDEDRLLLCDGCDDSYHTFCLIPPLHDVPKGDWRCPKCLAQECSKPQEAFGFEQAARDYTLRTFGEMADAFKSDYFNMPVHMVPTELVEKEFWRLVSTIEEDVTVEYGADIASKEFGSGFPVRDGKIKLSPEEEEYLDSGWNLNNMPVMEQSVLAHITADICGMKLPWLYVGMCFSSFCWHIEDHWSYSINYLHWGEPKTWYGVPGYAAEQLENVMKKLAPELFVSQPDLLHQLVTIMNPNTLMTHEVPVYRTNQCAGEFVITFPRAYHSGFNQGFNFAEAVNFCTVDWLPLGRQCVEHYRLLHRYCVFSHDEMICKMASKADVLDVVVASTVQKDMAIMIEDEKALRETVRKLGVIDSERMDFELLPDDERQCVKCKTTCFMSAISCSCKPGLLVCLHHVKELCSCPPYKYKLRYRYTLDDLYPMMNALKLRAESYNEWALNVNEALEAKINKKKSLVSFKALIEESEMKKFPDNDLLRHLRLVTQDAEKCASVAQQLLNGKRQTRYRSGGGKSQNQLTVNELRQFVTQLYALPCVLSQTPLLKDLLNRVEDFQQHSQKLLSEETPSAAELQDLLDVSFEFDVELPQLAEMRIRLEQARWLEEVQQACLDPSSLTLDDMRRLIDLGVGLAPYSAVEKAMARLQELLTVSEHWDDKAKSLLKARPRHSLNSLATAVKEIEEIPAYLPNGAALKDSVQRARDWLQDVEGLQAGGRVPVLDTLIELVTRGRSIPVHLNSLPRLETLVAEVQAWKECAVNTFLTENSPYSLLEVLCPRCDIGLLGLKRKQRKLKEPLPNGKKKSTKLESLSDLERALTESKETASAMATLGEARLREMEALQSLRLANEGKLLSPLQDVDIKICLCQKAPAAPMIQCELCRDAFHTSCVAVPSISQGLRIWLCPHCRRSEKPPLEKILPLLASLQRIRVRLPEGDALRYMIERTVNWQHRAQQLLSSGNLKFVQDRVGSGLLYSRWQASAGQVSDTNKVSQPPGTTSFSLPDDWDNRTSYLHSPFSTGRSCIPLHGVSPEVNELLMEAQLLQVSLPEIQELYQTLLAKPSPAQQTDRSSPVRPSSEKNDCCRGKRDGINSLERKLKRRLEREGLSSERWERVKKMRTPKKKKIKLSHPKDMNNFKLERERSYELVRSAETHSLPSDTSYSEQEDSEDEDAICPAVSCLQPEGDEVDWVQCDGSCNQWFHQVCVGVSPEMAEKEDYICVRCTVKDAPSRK
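Here, H3K4me3 peptide (12.5 µM in substrate mix) is demethylated by KDM5BΔAP, 200 nM final, after 10 min compound exposure. Formaldehyde product is coupled through FDH (0.25 U/mL in mix) to NADH fluorescence; 30-min ΔRFU feeds dose-response curves.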
Active calls of the source: *; i = inactive; u = inconclusive; & = joins results of further samples; [ ] = another dose, or the depositor's remark. Potency is the fitted concentration of half-maximal effect.

SMILES | KDM5B inh
NNC(=O)c1[nH]c2ccc([N+](=O)[O-])cc2c1-c1ccccc1 | -2.0%
CC(C)C(C#CC1CC1)NCc1ccc2c(c1)OCO2 (stereo not drawn) | -11.0%
CC(C)(C)C(=O)N1CCC2(CNS(=O)(=O)c3cnccc3O2)C1 (stereo not drawn) | 14.1%[149 µM]
CC1(C)CC(=O)C2=C(C1)NC1=C(C(=O)c3ccccc31)C2c1cc([N+](=O)[O-])ccc1O (stereo not drawn) | -5.2%
Cc1ccccc1CNC(=O)CCNC(=O)C1CCCC1 | -7.1%
O=C(NCC(c1cccs1)S(=O)(=O)c1cccs1)c1ccccc1F (stereo not drawn) | 20.6%
Cc1nn(-c2ccc(F)cc2)c(C)c1[C@@H]1C=C[C@@H](NC(=O)CC(C)(C)CC(=O)O)C1 | u
CC(=O)N1CCN(Cc2coc(-c3ccc(Cl)cc3)n2)CC1 | -8.5%
COc1cccc([S+](=O)([O-])N2CCC3(CC2)C(=NC2CCCC2)NC(=O)N3c2cc(F)cc(F)c2)c1 | -6.2%
CCOC(=O)c1nnn2c1nc(N1CCN(c3ccccc3)CC1)c1ccccc12 | 13.5%
Cc1ccc(-n2c(=O)cc(N3CCN(c4ccccc4Cl)CC3)[nH]c2=O)cc1 | -18.8%
CCOc1ccc(N2C(=O)N(CC(=O)NC(C)CC)c3ccccc3S2(=O)=O)cc1 (stereo not drawn) | 11.2%
CC(C)(C)c1ccc(COC(=O)c2ccc(S(C)(=O)=O)cc2)cc1 | -27.0%
O=C(COc1ccccc1)N1C[C@@H](F)[C@@H](OCc2nc3ncccc3[nH]2)C1 | -10.3%[86.2 µM]
CCOc1ccc(-n2c(SCC(=O)NCc3ccccc3)nc3n[nH]c(C)c3c2=N)cc1 | u
CCCCCNC(=O)Cc1csc2nc(C)c(-c3cc(C)n(-c4ccccc4F)n3)c(=O)n12 | u
CSCC[C@H](NC(=O)[C@@H]1Cc2ccccc2CN1)C(=O)NC[C@H]1CC[C@H](C(=O)O)CC1 | u
Cn1nc(C(=O)NCc2ccccc2CN2CCCC2)c2ccccc2c1=O | 8.5%
COc1ccccc1NC(=O)Cn1c(=O)n(Cc2ccco2)c(=O)c2cccnc21 | u
O=C(Cc1ccccc1)Nc1c(C(=O)c2ccccc2)oc2ccccc12 | u
O=C(Nc1cccc(C(F)(F)F)c1)C(Sc1n[nH]c(=O)[nH]c1=O)c1ccccc1 (stereo not drawn) | -4.2%
COc1ccccc1N1CCN(CC(=O)Nc2ccc(C)cc2Cl)CC1 | -5.0%
COCCNC(=O)C[C@@H]1C[C@H]2O[C@H](CNC3CCNCC3)[C@@H](O)[C@H]2O1 | -21.1%[86.2 µM]
Cn1c(=O)c2c(nc(N3CCCC3)n2CCCc2ccccc2)n(C)c1=O | 16.4%
CCCc1cc(=O)n2[nH]c(NC(=O)C(C)(C)C)nc2n1 | 13.5%
COc1ccc(-c2nc(C(=O)N3CCCCCC3)nn2-c2cccc(Cl)c2)cc1 | -5.4%
CCCC(=O)N(CC)Cc1cc(=O)[nH]c2ccccc12 | -10.0%
COC(=O)c1ccc2nc(C[C@@H]3C[C@@H](C(C)C)[C@H](CNCc4ccccc4O)C=C3C)[nH]c2c1 | -11.9%
Cc1cc(CN(C)C(=O)C2C3C(=O)N(Cc4ccc(C)c(C)c4)C[C@@]34C=C[C@@H]2O4)no1 (stereo partly drawn) | 48.3%[activator]
Cc1c(CN2C[C@@H]3C(=O)N(CCCN4CCCC4=O)C(=O)[C@@H]3C2)cnn1C | -10.8%

Given as tab-separated lines: part of the list above.
Structure	KDM5B inh
O=C(Nc1cccc(C(F)(F)F)c1)C(Sc1n[nH]c(=O)[nH]c1=O)c1ccccc1 (stereo not drawn)	-4.2%
COc1ccccc1N1CCN(CC(=O)Nc2ccc(C)cc2Cl)CC1	-5.0%
COCCNC(=O)C[C@@H]1C[C@H]2O[C@H](CNC3CCNCC3)[C@@H](O)[C@H]2O1	-21.1%[86.2 µM]
Cn1c(=O)c2c(nc(N3CCCC3)n2CCCc2ccccc2)n(C)c1=O	16.4%
CCCc1cc(=O)n2[nH]c(NC(=O)C(C)(C)C)nc2n1	13.5%
COc1ccc(-c2nc(C(=O)N3CCCCCC3)nn2-c2cccc(Cl)c2)cc1	-5.4%

The listing continues:
SMILES | KDM5B inh
CN(Cc1cccc(C(F)(F)F)c1)C(=O)c1cccc(C(F)(F)F)c1 | 14.1%
COc1ccc(Cl)cc1C(=O)N1CC(C)CC(C)C1 (stereo not drawn) | 21.3%
CC1CCCC(NC(=O)C(c2ccccc2)N(C)C)C1 (stereo not drawn) | 13.6%
COc1cccc(C(=O)/C=C2\NCCc3cc(OC)c(OC)cc32)c1 | u
CCOC(=O)C1(CC2CC2)CCN(Cc2cnc(N(C)C)s2)CC1 | 2.8%
CC1(C)N=C(c2ccccc2)C(=O)N1CC(=O)N1CCN(c2ccccc2)CC1 | -10.6%
O=C(NCc1cccc(F)c1)c1cc2c(s1)CCN(C(=O)c1ccccc1)C2 | -40.6%
O=C(NCc1cccnc1)C1=NOC2CN(C(=O)C3CC3)CC12 (stereo not drawn) | 23.7%[149 µM]
O=C(Nc1cccnc1N1CCOCC1)c1cccs1 | -1.5%
CCc1ccc(Nc2nnc(-n3nc(C)cc3C)c3ccccc23)cc1 | 22.8%
CC(C)(C)c1ccccc1OCC(O)Cn1nc(C(N)=O)c2ccccc2c1=O (stereo not drawn) | -9.0%
O=C(NCc1coc(-c2cccs2)n1)c1cccc(Cl)c1Cl | 10.6%
COC[C@H]1C[C@@H](NC(=O)c2cc(C)n(C)n2)[C@H](O)[C@@H]1O | -14.6%[115 µM]
CCNS(=O)(=O)O | 2.4%
CC(=O)c1cccc(NC(=O)Cn2ccn3nc(-c4ccccc4)cc3c2=O)c1 | 14.2%
C=CCNCc1ccc(-c2ccc(C(C)O)cc2)o1 (stereo not drawn) | -0.2%
CCCC(CCC)C(=O)Nc1nnc2n1CCS2 | -19.9%
CCN1CCN(c2ccc(NC(=O)c3ccc(S(=O)(=O)NCc4ccco4)cc3)cc2)CC1 | 1.5%
CCc1cccc(C)c1NC(=O)CSc1nc2ccccc2nc1N1CCOCC1 | u
Cc1cc(C(F)(F)F)c(C#N)c(SCCc2ccccc2)n1 | -0.5%
O=C(OCC(=O)N1CCOCC1)c1ccc2ccccc2n1 | -1.4%
O=C(c1cc(-c2cccs2)[nH]n1)N1CCN(c2ccccn2)CC1 | -10.7%
COc1ccccc1N1CCN(C(=O)c2cc(-c3ccccc3)on2)CC1 | -1.9%
COc1ccc(OCC(=O)Nc2ccc3oc(-c4ccc5ccccc5c4)nc3c2)cc1 | u
COc1cc(/C=C/C(=O)c2ccc(O)cc2)cc(Br)c1O | u
Cc1ccsc1C(=O)NCC1Cn2cccc2C(=O)N1CC(C)C (stereo not drawn) | -8.1%
O=C(O)Cc1sc(N/N=C\c2ccncc2)nc1-c1ccccc1 | u
CCC(O)C1CCN(C(=O)c2cnn3cc(CN(CC)CC)cnc23)CC1 (stereo not drawn) | -19.4%
CN(C)C[C@@H]1CN(C2CCOCC2)C[C@H]1NC(=O)c1ccc2cc[nH]c2c1 | i
CC#CCn1cc2c3c(cccc31)[C@H](CC(C)C)N[C@H](C(=O)NC1CCCC1)C2 | -33.6%[86.2 µM]
CN(C)Cc1nnc(C2CC(NC(=O)c3coc4ccccc34)C2)n1C (stereo not drawn) | 12.7%&-1.4%
Cc1nccc(-c2cccc(C(=O)O)c2)n1 | 3.2%
Cc1nc(N2CCC(NC(=O)c3sccc3C)CC2)cc(C(F)(F)F)n1 | -18.6%
CCCn1c(-n2nc(C)cc2C)nc2c1c(=O)n(Cc1cccc(Cl)c1)c(=O)n2C | 22.9%
CCCCn1c(=O)c2ccccc2n2c(=S)[nH]nc12 | -2.1%
Cc1ccc(-c2nc3c(c(SCC(=O)N4CCCCC4)n2)Cc2cc(C)ccc2O3)cc1 | -3.0%
CN(Cc1ccc(F)cc1)S(=O)(=O)c1nnc(NC(=O)c2ccccc2Br)s1 | -0.6%
COCCNC(=O)C1COC2(CCN(C(=O)c3ccccc3Cl)CC2)N1C(=O)c1ccccc1C (stereo not drawn) | 2.0%
CCC(C)NC(=O)Cn1c(=O)c2cccn2c2ccc(F)cc21 (stereo not drawn) | u
O=C(CSc1ccc(Cl)cc1)Nc1cc(Cl)ccc1N1CCOCC1 | -12.9%
Cc1cc(C)n2ncc(-c3noc(C(=O)NCC(O)c4ccccc4)n3)c2n1 (stereo not drawn) | -28.1%
CN(C)[C@@H]1[C@@H](NC(=O)C2(S(=O)(=O)c3ccccc3)CC2)[C@H]2CCO[C@H]21 | 21.4%
O=C(/C=C/N1CCN(C/C=C/c2ccccc2)CC1)C(F)(F)F | 8.9%
COC(=O)[C@H](NC(=O)[C@@H]1[C@@H](NC(=O)Nc2cccc(OC)c2)CCN1C(=O)c1cccn1C)C(C)C | -11.0%
O=C(Cc1c[nH]c2ncc(-c3ccccc3)cc12)NCCN1CCOCC1 | u
Cc1occc1-c1nnc(SC(C)C(=O)N2CCc3ccccc32)o1 (stereo not drawn) | 5.0%
O=C(c1ccc(Cl)cc1)N1CCC(N2CCCC2=O)CC1 | u
COc1ccc(C2Nc3ccccc3C(=O)N2c2ccc(C)cc2)cc1CN1CCOCC1 (stereo not drawn) | u
CNC(=O)CCCN1C(=O)c2cccnc2Sc2ccccc21 | -8.4%
COC[C@H]1C[C@@H](NCc2ccc(OC(F)(F)F)cc2)[C@H](O)[C@@H]1O | -24.5%[86.2 µM]
Cc1ccccc1-c1nn(-c2ccc(F)cc2F)cc1CN1CCC[C@@H]1C(N)=O | 8.0%
CCCc1ccc(OCc2ccc(C(=O)N3CCCC3)o2)cc1 | 27.6%
CCOc1cc(/C=N/O)ccc1OCc1ccccc1Cl | 15.2%
O=C(CSc1nccn1Cc1ccc2c(c1)OCO2)Nc1nc2ccccc2s1 | 5.8%
O=C(CSc1n[nH]c(-c2ccc(Br)cc2)n1)c1cc(F)ccc1F | -4.7%
CNC(=O)c1ccc(CNC(=O)NCC2(c3ccccc3)CC2)cc1 | 11.1%
Cc1cc(C)cc(NC(=O)c2ncoc2-c2cccs2)c1 | u
CC(C)(C)C1CCc2onc(C(=O)N3CCCCCC3)c2C1 (stereo not drawn) | -5.5%
Cc1c(O)ccc2c(CN(C)CCOc3ccc(F)cc3)cc(=O)oc12 | u
Cn1nc(C2CCCNC2)c2c(C(=O)NCC(F)(F)F)cc(C3CC3)nc21 (stereo not drawn) | u
New compounds follow:
SMILES | KDM5B inh
COc1cccc(C(=O)COC(=O)C2C3CC4C(OC(=O)C42)C3Br)c1 (stereo not drawn) | 18.0%
CS(=O)(=O)c1ccc(-c2cnc([C@@H]3COCCN3Cc3cnc4ccccc4c3)[nH]2)cc1 | 18.4%
CSc1cccc(NC(=O)N[C@H]2CCN(C(=O)c3cccn3C)[C@@H]2C(=O)N[C@@H](Cc2cccs2)C(N)=O)c1 | 24.8%
CCOc1ccc(C(C)=O)cc1COC(=O)COc1ccc(Cl)c(C)c1 | 3.5%
COC1CCC12CCN(C(=O)c1ccoc1)CC2 (stereo not drawn) | -15.8%
COc1ccc(N2CCN(C(=O)C3CCN(S(=O)(=O)c4cn(C)cn4)CC3)CC2)cc1 | -13.3%
CCCn1nc(C(=O)OCC(=O)N2CCCc3ccccc32)c2ccccc2c1=O | 16.3%
O=C(Cn1nc(C(F)(F)F)c2c1CCC2)Nc1ccc(Cl)cc1 | -19.4%
C=Cc1ccc(Cn2c(C(=O)O)c(CNC3CCCCC3)c3ccc(OC)cc32)cc1 | u
CCCCc1ccc(NC(=O)Cn2ccn3nc(-c4ccccc4)c(CO)c3c2=O)cc1 | 25.1µM*
Cc1cccc(-c2noc(CCCC(=O)NCc3ccco3)n2)c1 | -20.9%
COc1cccc(-c2csc(-c3nc(-c4ccc(C)cc4)c(C)s3)n2)c1 | 13.1%
COc1ccc(NC(=O)c2cc(-c3ccc[nH]3)n[nH]2)cc1 | 3.4%
Cc1cccc2c(C(=O)O)cc(-c3ccccc3)nc12 | u
Cc1ccc(C(=O)N2CCC(Cc3nc(-c4cnccn4)no3)CC2)cc1C | -14.5%

Arranged by heavy-atom count (descending): part of the list above.
SMILES | KDM5B inh
CCCn1nc(C(=O)OCC(=O)N2CCCc3ccccc32)c2ccccc2c1=O | 16.3%
COc1cccc(-c2csc(-c3nc(-c4ccc(C)cc4)c(C)s3)n2)c1 | 13.1%
Cc1cccc(-c2noc(CCCC(=O)NCc3ccco3)n2)c1 | -20.9%
COC1CCC12CCN(C(=O)c1ccoc1)CC2 (stereo not drawn) | -15.8%

The list continues.
SMILES | KDM5B inh
CCC(C)Nc1nc(-c2ccc([N+](=O)[O-])cc2)c(C(=O)Nc2ccccc2)s1 (stereo not drawn) | 1.4%
O=C(c1ccc(OCc2cn3ccccc3n2)cc1)N1CCN(c2ccc(O)cc2)CC1 | u
COc1ccc(-c2csc3ncnc(N4CCN(c5ccccc5OC)CC4)c23)cc1 | u
CCOC(=O)c1cc2ccccc2n1CC(=O)c1ccccc1 | 12.7%
O=C(CN(c1ccc(Br)cc1)S(=O)(=O)c1ccc(Cl)c([N+](=O)[O-])c1)NCC1CCCO1 (stereo not drawn) | 23.4%
S=c1[nH]nc(CSCCOc2ccccc2)o1 | -4.6%
CC(C)n1nc(C(=O)Nc2nc3ccccc3[nH]2)c2ccccc2c1=O | -8.2%
O=C(Nc1cccc(Cl)c1)C1CCN(c2cc(C(F)(F)F)ncn2)CC1 | -8.6%
O=C(O)c1cnc[nH]1 | 13.7%
CCOC(=O)c1c(C)[nH]c(C)c1S(=O)(=O)NCC(=O)Nc1cccc(C(F)(F)F)c1 | -28.0%
O=C(c1ccc2c(c1)N(Cc1ccc(F)cc1)C(=O)c1ccccc1S2(=O)=O)N1CCN(Cc2ccccc2)CC1 | u
NC(=O)[C@@H]1CCCN1CC[C@H]1CN(C(=O)NC2CCCCC2)CC[C@H]1CC(=O)O | -25.3%[86.2 µM]

An excerpt; count on the stated rates, not on these rows.
